Compound activity: PubChem BioAssay, National Center for Advancing Translational Sciences (NCATS)
Vif-APOBEC3F blk: blocks the Vif interaction with APOBEC3F; HeLa A3F-eYFP + Vif (tagged APOBEC3F with the HIV-1 protein that degrades it), YFP fluorescence increase; Potency, µM (top dose mostly 46.1 µM), for the others: at the top dose activity, negative = active; 390,000 compounds, 0.2% hits; AID 602313; note: % of control where 0% means no effect; nearly all actives have a fitted effect of over 65% in size
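HeLa cells stably expressing A3F-eYFP plus Vif, plated and incubated overnight at 37 deg C, then exposed to compounds overnight at 37 deg C. Blocked degradation read as raised yellow fluorescence (Ex 488/Em 500-530).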
Vif-APOBEC3G blk: Vif-A3G binding inhibition | Potency, µM (series often up to 46.1 µM), for the others: at the top dose activity, negative = active, most hits filed as inhibitors | HeLa A3G-eYFP + Vif (tagged APOBEC3G with the HIV-1 protein that degrades it), YFP fluorescence, overnight | AID 602310 | Q9HC16 | 410,000 compounds, 0.076% hits;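 note: % is set by controls: 0 for no effect and ±100 for the full control effect; nearly all actives have a fitted effect of over 60% in size; hits raise eYFP signal because A3G escapes Vif-driven loss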
Target sequence (Q9HC16 whole entry, looked up): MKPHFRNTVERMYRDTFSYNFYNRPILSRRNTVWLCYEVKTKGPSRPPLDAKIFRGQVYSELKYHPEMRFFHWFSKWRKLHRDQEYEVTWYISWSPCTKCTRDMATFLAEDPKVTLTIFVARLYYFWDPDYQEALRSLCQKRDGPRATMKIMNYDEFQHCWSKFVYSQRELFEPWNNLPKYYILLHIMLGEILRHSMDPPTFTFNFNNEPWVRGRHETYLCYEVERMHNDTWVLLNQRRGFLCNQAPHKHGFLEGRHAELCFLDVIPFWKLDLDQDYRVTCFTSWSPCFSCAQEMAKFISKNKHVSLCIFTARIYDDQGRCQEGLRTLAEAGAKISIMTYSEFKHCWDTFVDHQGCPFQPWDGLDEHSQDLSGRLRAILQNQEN
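HeLa cells stably expressing Vif and C-terminally eYFP-tagged A3G, seeded overnight at 37 deg C, then exposed to compound by pintool overnight at 37 deg C. Rise in yellow fluorescence (Ex 488/Em 500-530, Acumen) marks blocked Vif-driven A3G degradation.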
TrxR1 substrate: rat thioredoxin reductase 1 substrate activity; purified TrxR1 substrate turnover, NADPH consumption readout; Potency, µM (titrated, usually from 114 µM), for the others: at the highest dose activity change, negative = substrate turnover; 390,000 compounds, 0.01% hits; note: % is set by controls: 0 for no effect and ±100 for the full control effect; nearly all actives have a fitted effect of over 50% in size
Target sequence (O89049 whole entry, looked up): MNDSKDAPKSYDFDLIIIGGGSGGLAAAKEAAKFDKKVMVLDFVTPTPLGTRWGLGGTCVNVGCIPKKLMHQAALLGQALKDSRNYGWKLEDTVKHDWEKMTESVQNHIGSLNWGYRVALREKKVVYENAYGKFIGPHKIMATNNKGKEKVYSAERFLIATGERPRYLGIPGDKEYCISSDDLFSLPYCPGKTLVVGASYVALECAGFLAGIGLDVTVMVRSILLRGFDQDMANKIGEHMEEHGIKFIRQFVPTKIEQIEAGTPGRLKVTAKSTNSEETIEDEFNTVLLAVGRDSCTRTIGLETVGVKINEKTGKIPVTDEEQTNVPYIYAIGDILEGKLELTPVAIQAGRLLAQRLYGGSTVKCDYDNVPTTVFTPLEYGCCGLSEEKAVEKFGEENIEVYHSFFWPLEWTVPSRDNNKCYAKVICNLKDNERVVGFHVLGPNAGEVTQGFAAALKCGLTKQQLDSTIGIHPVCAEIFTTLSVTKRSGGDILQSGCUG
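Rat TrxR1, dispensed at 90 nM, was prereduced with 400 uM NADPH (final) for 5 min at ~22 deg C, then incubated with compound 15 min before 400 uM selenite. A first-read NADPH fluorescence drop versus no-compound background flagged substrates.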
RGS4 inh: human RGS4 inhibition | AID 504845 | 390,000 compounds, 0.039% hits | Potency, µM (series often up to 114 µM), for inactives: at the top dose activity change, negative = inhibition, actives largely listed as inhibitors | Transcreener GDP fluorescence polarization, RGS4-accelerated GTP hydrolysis | P49798; note: % is set by controls: 0 for no effect and ±100 for the full control effect; nearly all actives have a fitted effect of over 75% in size; some results filed as inactive show a strong effect at the top dose
Target sequence (P49798 whole entry, looked up): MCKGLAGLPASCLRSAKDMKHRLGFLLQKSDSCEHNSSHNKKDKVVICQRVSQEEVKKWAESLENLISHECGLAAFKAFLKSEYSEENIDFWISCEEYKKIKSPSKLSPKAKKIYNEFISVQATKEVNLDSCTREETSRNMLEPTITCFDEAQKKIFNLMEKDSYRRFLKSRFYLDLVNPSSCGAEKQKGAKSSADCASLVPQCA
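MLSMR compounds (23 nl, pin-transferred) preincubated 10 min at room temperature with a 500nM (2x) first reagent, then RGS4 at 900nM (2x) plus Transcreener GDP mix added; fluorescence polarization (620/688 nm) read before and after 90 min at 30 °C.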
IDH1 R132H inh: human IDH1 R132H inhibition | O75874 | IDH1-R132H enzyme, NADPH consumption, diaphorase/resazurin fluorescence | Potency, µM (doses to about 76.6 µM), without a hit: at the top dose activity change, negative = inhibition, actives largely listed as inhibitors | 390,000 compounds, 0.093% hits; note: % is set by controls: 0 for no effect and ±100 for the full control effect; nearly all actives have a fitted effect of over 65% in size
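IDH1-R132H (0.5 ug/mL) preincubated 30 min with compound, then NADPH (0.016 mM) and alpha-KG (2 mM) added; 80 min at RT, pH 7.5. Remaining NADPH coupled via diaphorase/resazurin to fluorescence (540/590 nm); concentration-response curves normalized to no-enzyme control.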
USP1 inh: USP1/UAF1 (human) deubiquitinase inhibition | Potency, µM (highest dose often 57.1 µM), for inactives: top-dose activity change, negative = inhibition, actives largely listed as inhibitors | recombinant USP1/UAF1, Ub-Rhodamine cleavage fluorescence | O94782 | 390,000 compounds, 0.23% hits; note: % is set by controls: 0 for no effect and ±100 for the full control effect; nearly all actives have a fitted effect of over 60% in size; inactives centre near -12
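1 nM enzyme complex + cpd, 15 min RT; start with Ub-Rho 150nM final; kinetic fluorescence ex 480/em 540, 6 reads q60 s. Buffer 50mM HEPES pH 7.8, 0.5mM EDTA, 0.1 mg/ml BSA, 1mM TCEP, 0.01% Tween-20.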
TrxR1 inh: inhibitors of rat thioredoxin reductase 1. O89049. recombinant rTrxR1, NADPH fluorescence consumption, selenite substrate. Potency, µM (series often up to 114 µM), without a hit: at the highest dose activity change, negative = inhibition, most hits filed as inhibitors. 390,000 compounds, 1% hits; note: % is set by controls: 0 for no effect and ±100 for the full control effect; nearly all actives have a fitted effect of over 65% in size
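Rat TrxR1 (90 nM in the dispensed reagent) was pre-reduced with 400 uM NADPH for 5 min at room temperature, then incubated with compound for 15 min. After 400 uM selenite was added, NADPH fluorescence (Ex 340/Em 450 nm) was followed for 8 min.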
12-LOX inh: ALOX12 (human) lipoxygenase inhibition | P18054 | purified 12hLO, xylenol orange hydroperoxide absorbance | Potency, µM (doses to about 108 µM), without a hit: at the top dose activity change, negative = inhibition, hits mostly inhibitors | 580,000 compounds, 1.1% hits; note: % is set by controls: 0 for no effect and ±100 for the full control effect
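Purified human 12hLO (150 nM final) in 25 mM Hepes, 0.01% Triton X-100, pH 7.0 was preincubated 15 min at room temperature with compound. Then 40 uM arachidonic acid was added, 30 min. Hydroperoxide was read by Fe-XO absorbance ratio 573/405 nm.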
RXFP1 ag: RXFP1 (human) receptor agonism; Potency, µM (titrated, usually from 57.5 µM), without a hit: at the top dose activation, most hits filed as activators; 370,000 compounds, 0.3% hits; Q9HBX9; AID 2676; HEK293T-RXFP1 cAMP TR-FRET, 30 min; response scale: percent of porcine relaxin response, buffer zero; note: % is set by controls: 0 for no effect and ±100 for the full control effect; nearly all actives have a fitted effect of over 60% in size; many of its hits are not listed in these tables
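Agonist response is measured as cAMP accumulation in an RXFP1-transfected HEK293T line under PDE4 inhibition. Values are scaled between buffer-only and 29 nM porcine relaxin, and EC50s come from standard Hill equation fits.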
The depositor's hits bear a star; ? = inconclusive; · = not tested or not shown; [ ] = dose if it differs, or a comment. Calls come from the whole dose curve; as a rule, active = well fitted curve in the direction sought with a large enough effect; inconclusive = small, poorly fitted or top-dose-only effect, or another doubt; inactive = no such curve, though single readings can be large; an effect the other way counts as inactive or inconclusive. Potency is the fitted concentration of half-maximal effect. This is a subset (hit frequency here may not be typical).

#1 COc1c(C)cc(C(=O)C2CCCN(C(=O)Cn3nc(C)nc3C)C2)cc1C (stereo not drawn)
#2 O=C(NNCc1ccccc1)c1ccccc1
#3 COc1ccccc1C(=O)N/C(=C/c1ccco1)C(=O)Nc1cccc(C(=O)O)c1
#4 COc1ccc(Cl)cc1N(C(=O)Nc1cccc(Cl)c1)C1=NCC(C)S1 (stereo not drawn)
#5 Cc1ccc(-c2cc(C(=O)NCC3CCCO3)c3ccccc3n2)cc1C (stereo not drawn)
#6 CCc1ccc(C(=O)NNC(=O)c2c(CC)noc2C)cc1
#7 COc1ccc(C(C[N+](=O)[O-])c2c(C)cc3ccccn23)cc1 (stereo not drawn)
#8 COc1cccc(C(=O)N2CCN(S(=O)(=O)Cc3ccccc3)CC2)c1OC
Compound	1	2	3	4	5	6	7	8
Vif-APOBEC3F blk	-4%	1%	11%	10%	2%	-10%	3%	0%
Vif-APOBEC3G blk	0%	2%	0%	0%	4%	0%	?	3%
TrxR1 substrate	4%	-2%[2.29 µM]	-14%	3%	8%	5%[57.1 µM]	4%	-1%
RGS4 inh	-3%	9%	-22%	0%	?	-1%	-40%	39%
IDH1 R132H inh	-6%	2%	1%	3%	-1%	-5%	-2%	2%
USP1 inh	-15%	-6%	-5%	-2%	-14%	-18%	-21%	-3%
TrxR1 inh	25%	7%[57.1 µM]	-52%	10%	22%	8%[57.1 µM]	?	0%
12-LOX inh	2%	-9%	-10%	-4%	0%	2%	?	-12%
RXFP1 ag	0.0%	·	3.0%	-2.0%	-1.6%	0.1%	-2.0%	2.3%

#9 COc1cccc(Cn2cccc(NC(=O)Nc3ccccc3C)c2=O)c1
#10 CCOc1ccc(S(=O)(=O)N(C)CC(=O)NCc2ccco2)cc1
#11 C=CCn1c(C)cc(-c2csc(N)n2)c1C
#12 CCC(C)NC(=O)c1ccc2c(c1)N(Cc1ccccc1)C(=O)c1ccccc1S2 (stereo not drawn)
#13 C=CCN(C(C(=O)OC)C(C)C)S(=O)(=O)CCl (stereo not drawn)
#14 CCc1noc(C)c1C(=O)Nc1ccc(S(=O)(=O)N2CCC(C)CC2)cc1
#15 O=C(COc1ncnc2sccc12)Nc1ccc2c(c1)OCCO2
#16 O=C(CNC(=O)c1ccc(Cl)cc1Cl)Nc1ccc(F)cc1
Compound	9	10	11	12	13	14	15	16
Vif-APOBEC3F blk	0%	-6%	-6%	2%	·	2%	3%	4%
Vif-APOBEC3G blk	0%	0%	0%	4%	2%	0%	2%	-4%
TrxR1 substrate	6%	1%	3%	-8%[57.1 µM]	-3%	-3%	-9%	2%
RGS4 inh	?	4%	-27%	21%	-1%	-11%	3%	-4%
IDH1 R132H inh	7%	3%	1%	-8%	·	4%	3%	7%
USP1 inh	-19%	-9%	-21%	?	·	-11%	-21%	-16%
TrxR1 inh	2%	3%	-15%	4%[57.1 µM]	14%	-5%	-8%	17%
12-LOX inh	-11%	-10%	?	?	·	-4%	-25%	0%
RXFP1 ag	5.0%	1.7%	-0.4%	-1.6%	·	0.1%	1.9%	5.2%

#17 O=C(NCc1ccco1)c1ccc2c(=O)n(CCC3=CCCCC3)c(=O)[nH]c2c1
#18 Cc1cc(C)nc(N/N=C/c2c[nH]c3ccccc23)n1
#19 Cc1ccc(C(=O)NCc2occc2C(=O)O)o1
#20 COc1ccc(CNc2nc(-c3cccnc3)nn2C(=O)CC(C)C)cc1
#21 Nc1nonc1-c1noc(-c2ccccc2Br)n1
#22 COc1ccc(CNC(=O)CNC(=O)c2c(C)nn(C)c2Cl)cc1
#23 Cc1cc(C(=O)C(=O)O)c(C)n1-c1ccc(Cl)c(Cl)c1
#24 CCOC(=O)C1(C(=O)OCC)NC(=O)CC1CC(C)C (stereo not drawn)
Compound	17	18	19	20	21	22	23	24
Vif-APOBEC3F blk	3%	9%	-5%	9%	2%	-13%	-10%	0%
Vif-APOBEC3G blk	-4%	-8%	-6%	1%	4%	5%	-1%	-2%
TrxR1 substrate	9%[57.1 µM]	-6%[57.1 µM]	14%	-9%	-1%	1%	12%[57.1 µM]	12%[57.1 µM]
RGS4 inh	8%	14%	-3%	-8%	-4%	-19%	9%	-22%
IDH1 R132H inh	-2%	0%	2%	1%	0%	7%	0%	4%
USP1 inh	-20%	-25%	-9%	-18%	-21%	-23%	-6%	-11%
TrxR1 inh	12%[57.1 µM]	-7%[57.1 µM]	2%	18%[57.1 µM]	-1%	26%	32%[57.1 µM]	8%[57.1 µM]
12-LOX inh	0%	-3%	?	-4%	-18%	-1%	-3%	4%
RXFP1 ag	4.4%	-1.7%	3.1%	3.2%	2.2%	5.4%	4.3%	·

#25 COc1ccc(/C=N/NC(=O)c2nnn(-c3nonc3N)c2-c2cccs2)c(OC)c1
#26 COc1ccc(N2CCN(C(=O)c3c(C)nn(-c4ccccc4)c3C)CC2)cc1
#27 COc1ccc(-c2noc(-c3ccc(NCc4ccccc4OC)c([N+](=O)[O-])c3)n2)cc1
#28 CC(=O)c1cccc(N/C=C\c2nnnn2-c2ccc(F)cc2)c1
#29 CC(OC(=O)C1=NN(c2ccccc2)C(=O)CC1)C(=O)NC1CCCCC1C (stereo not drawn)
#30 CC(C)c1ccc(NC(=O)C2CCCN(S(=O)(=O)c3cccc4cccnc34)C2)cc1 (stereo not drawn)
#31 CCc1ccccc1NC(=O)c1nc2nc(C)cc(C(F)F)n2n1
#32 CCOc1ccc(-c2cc(CCCC(=O)NCCc3ccc(SC)cc3)no2)cc1
Compound	25	26	27	28	29	30	31	32
Vif-APOBEC3F blk	-4%	-4%	3%	-5%	-15%	6%	-8%	-2%
Vif-APOBEC3G blk	1%	-12%	3%	2%	-11%	0%	-3%	2%
TrxR1 substrate	19%	8%	-1%	25%	2%	-1%	0%	2%
RGS4 inh	-24%	-8%	-8%	-1%	8%	9%	22%	-34%
IDH1 R132H inh	1%	-1%	-9%	12%	-4%	6%	-3%	-6%
USP1 inh	-15%	-22%	-19%	-24%	0%	-20%	-27%	?
TrxR1 inh	35%	8%	-2%	0%	10%	12%	23%	8%
12-LOX inh	12%	-7%	0%	-2%	2%	?	-13%	-17%
RXFP1 ag	1.4%	0.8%	-3.4%	13%	1.5%	-0.1%	-0.2%	9.2%

Values in list order from above:
Nos. 25 to 32 in RGS4 inh read -24%, -8%, -8%, -1%, 8%, 9%, 22%, -34%
Nos. 25 to 32 in Vif-APOBEC3G blk read 1%, -12%, 3%, 2%, -11%, 0%, -3%, 2%

(listing goes on)
#33 Cc1ccc(S(=O)(=O)N2CCN(Cc3ccccc3C(F)(F)F)CC2)cc1
#34 COC(=O)c1sccc1NC(=O)CSc1ccccc1NS(=O)(=O)c1cc(Cl)ccc1Cl
#35 Clc1ccc(-c2nnn3c2nc(N2CCCCC2)c2ccccc23)cc1
#36 CCOc1ncccc1C(=O)Oc1ccc2c(c1)OCO2
#37 O=C(Cc1ccc(S(=O)(=O)N2CCOCC2)s1)Nc1ccccc1N1CCOCC1
#38 O=C1NC(Cc2c[nH]c3ccccc23)C(=O)N1c1ccc(F)cc1 (stereo not drawn)
#39 CC(Oc1cccc2c1OC(C)(C)C2)C(=O)O (stereo not drawn)
#40 COCCNC(=O)Nc1ccc2nc(-c3ccco3)c(-c3ccco3)nc2c1
#41 COC(=O)C(c1ccccc1)C1(O)CC(C)N(C)CC1C (stereo not drawn)
Compound	33	34	35	36	37	38	39	40	41
Vif-APOBEC3F blk	-10%	6%	-1%	-4%	-18%	1%	0%	1%	10%
Vif-APOBEC3G blk	-8%	-2%	3%	-1%	-4%	0%	0%	1%	-1%
TrxR1 substrate	7%[57.1 µM]	0%	6%	3%	6%[57.1 µM]	2%	4%	8%	5%[57.1 µM]
RGS4 inh	12%	-15%	16%	-15%	1%	-20%	-23%	?	19%
IDH1 R132H inh	2%	13%	9%	5%	-9%	8%	6%	5%	2%
USP1 inh	0%	-12%	-12%	-7%	-2%	-4%	-20%	?	-9%
TrxR1 inh	18%[57.1 µM]	-2%	9%	-3%	18%[57.1 µM]	-6%	18%[57.1 µM]	3.2µM*	7%[57.1 µM]
12-LOX inh	1.1µM*	?	-16%	0%	6%	-10%	3%	?	-1%
RXFP1 ag	-1.5%	0.1%	-0.1%	-0.9%	4.0%	1.2%	-0.2%	14%	-1.9%

Three entries already listed, sorted by molar mass, high to low.
#33 Cc1ccc(S(=O)(=O)N2CCN(Cc3ccccc3C(F)(F)F)CC2)cc1
#38 O=C1NC(Cc2c[nH]c3ccccc23)C(=O)N1c1ccc(F)cc1 (stereo not drawn)
#41 COC(=O)C(c1ccccc1)C1(O)CC(C)N(C)CC1C (stereo not drawn)
Compound	33	38	41
Vif-APOBEC3F blk	-10%	1%	10%
Vif-APOBEC3G blk	-8%	0%	-1%
TrxR1 substrate	7%[57.1 µM]	2%	5%[57.1 µM]
RGS4 inh	12%	-20%	19%
IDH1 R132H inh	2%	8%	2%
USP1 inh	0%	-4%	-9%
TrxR1 inh	18%[57.1 µM]	-6%	7%[57.1 µM]
12-LOX inh	1.1µM*	-10%	-1%
RXFP1 ag	-1.5%	1.2%	-1.9%
